From PubChem
Mm-Cpn inhibitor – M. maripaludis TRiC chaperonin inhibition; purified Mm-Cpn ATPase, ADP Transcreener TR-FRET; Potency, µM (series often up to 76.9 µM), for inactives: at the top dose activity, negative = inhibition, usual class: inhibitors; actives 0.031% (n = 330,000); AID 504842; also: potency is read from the fitted curve at half-maximal effect; % is scaled to controls: 0 for no effect and ±100 for the full control effect; nearly all actives have a fitted effect of over 80% in size
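Measured: ADP formation by purified Mm-CPN. Conditions: 25 nM protein, 10 uM ATP, Tris pH 7.4 with Mg2+, K+ and DTT, 37°C for 30 min. Detection: Transcreener HTRF after 30 min at room temperature.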
CCT chaperon mod – modulators of cytosolic chaperonin (CCT/TRiC) activity. purified chaperonin ATPase assay, HTRF ADP detection, 30 min. activity change, % (test concentration not listed), hits read low. actives 0.3% (n = 360,000). AID 651819; in the data active = activity change below about -30%; also: % is scaled to controls: 0 for no effect and ±100 for the full control effect
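TRiC (40 or 20 nM final, by batch activity) in 30 mM Tris pH 7.4, 100 mM KCl, 5 mM MgCl2, 1 mM DTT was treated with compound at 76 uM single dose, then 10 uM ATP, 30 min at 37 °C. ADP was read by HTRF Transcreener.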
EPAC2 agonist – agonists of human EPAC2 (RAPGEF4) | Q8WZA2 | EPAC2 activation, biochemical qHTS; response scale: 100% = 6.5 mM cAMP response | Potency, µM (titrated, usually from 154 µM), without a hit: at the top dose activation, hits mostly activators | actives 0.079% (n = 360,000) | AID 720711; also: potency is read from the fitted curve at half-maximal effect; nearly all actives have a fitted effect of over 50% in size
Target sequence (Q8WZA2 whole entry, looked up): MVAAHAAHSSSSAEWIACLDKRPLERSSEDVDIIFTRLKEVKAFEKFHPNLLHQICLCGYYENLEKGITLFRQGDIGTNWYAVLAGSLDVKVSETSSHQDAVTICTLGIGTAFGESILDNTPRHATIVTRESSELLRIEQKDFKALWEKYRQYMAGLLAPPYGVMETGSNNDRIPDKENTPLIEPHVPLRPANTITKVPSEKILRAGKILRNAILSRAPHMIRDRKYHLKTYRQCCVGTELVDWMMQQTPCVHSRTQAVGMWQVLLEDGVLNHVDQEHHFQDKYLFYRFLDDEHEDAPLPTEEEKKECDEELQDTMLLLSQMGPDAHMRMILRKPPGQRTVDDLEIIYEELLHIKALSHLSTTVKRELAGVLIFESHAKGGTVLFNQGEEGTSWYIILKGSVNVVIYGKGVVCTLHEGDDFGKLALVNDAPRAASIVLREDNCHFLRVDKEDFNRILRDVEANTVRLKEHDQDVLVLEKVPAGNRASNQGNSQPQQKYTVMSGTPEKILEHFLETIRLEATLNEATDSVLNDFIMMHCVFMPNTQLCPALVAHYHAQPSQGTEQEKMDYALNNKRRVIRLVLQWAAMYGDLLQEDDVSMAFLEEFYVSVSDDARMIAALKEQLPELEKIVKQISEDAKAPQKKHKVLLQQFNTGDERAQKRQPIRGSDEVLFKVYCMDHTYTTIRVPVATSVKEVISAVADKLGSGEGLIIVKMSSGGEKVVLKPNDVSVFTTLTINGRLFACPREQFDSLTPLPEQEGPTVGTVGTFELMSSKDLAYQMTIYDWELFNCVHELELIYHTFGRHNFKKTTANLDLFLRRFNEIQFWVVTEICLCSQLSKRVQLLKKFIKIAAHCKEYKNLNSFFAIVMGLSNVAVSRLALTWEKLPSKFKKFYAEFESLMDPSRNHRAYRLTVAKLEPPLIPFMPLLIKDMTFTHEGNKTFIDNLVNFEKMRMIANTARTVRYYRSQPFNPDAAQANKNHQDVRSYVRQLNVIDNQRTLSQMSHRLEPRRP
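Setup: EPAC2 100 nM, labeled Rap1B complex 250 nM, free GDP 50 uM. Compound titrations pinned in, brief spin, 5 min room temperature incubation. Kinetic fluorescence read over 30 min, normalized to 6.5 mM cAMP.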
TGFb inhibitor – inhibitors of TGF-b signaling; HepG2 CAGA-GFP TGF-b/SMAD3 reporter, GFP fluorescence, 18 h; TGF-beta stimulated, 500 pg/mL final; Potency, µM (highest dose often 46.1 µM), for inactives: top-dose activity, negative = inhibition, usual class: inhibitors; actives 1.2% (n = 410,000); also: potency is read from the fitted curve at half-maximal effect; % is scaled to controls: 0 for no effect and ±100 for the full control effect; nearly all actives have a fitted effect of over 65% in size
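Inhibition was scored as loss of TGF-beta-induced (500 pg/mL final, 18 hours, 37 degrees C) GFP in HEPG2 cells carrying a CAGA-GFP reporter, in DMEM with 1% FBS. Well GFP was summed per cell; Activity was normalised to unstimulated and stimulated DMSO wells, then concentration-response fitting.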
Nrf2 block – Nrf2 pathway inhibition; AID 504444; A549 ARE-Fluc reporter, luciferase luminescence, 18-24 h; Potency, µM (top dose mostly 46 µM), for the others: at the top dose activity change, negative = inhibition, usual class: inhibitors; actives 2.1% (n = 360,000); also: potency is read from the fitted curve at half-maximal effect; % is scaled to controls: 0 for no effect and ±100 for the full control effect; nearly all actives have a fitted effect of over 60% in size
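Quantitative HTS in A549 cells stably bearing an antioxidant response element-firefly luciferase construct. Inhibition of Nrf2-driven transcription was scored by luminescence after 18-24 h of compound exposure at 37 °C.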
Akt phos inh – Akt phosphorylation inhibition; activity change, % for hits at 50 µM; actives 0.32% (n = 360,000); AID 651550; Neuro2A IGF-stimulated pAkt S473 HTRF, 20 min; hits give low values; in the data active = activity change below about -80%; inconclusive = mostly about -51% to -80%; also: % is scaled to controls: 0 for no effect and ±100 for the full control effect
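Neuro2A cells in DMEM with 0.5% FBS, overnight at 37 deg C, given compound at single 50 µM final, then IGF (6 nM final) for 20 min at 37 deg C. Lysed; phospho-Akt Ser473 by HTRF after 24 h, 665/615 ratio.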
A549 tox – counter-screen for Nrf2 inhibitors: cytotoxicity in A549 cells. A549 ARE-Fluc cells, CellTiter-Fluor viability, 18-24 h. actives 0.16% (n = 390,000). Potency, µM (highest dose often 46 µM), for inactives: top-dose activity change, negative = cytotoxicity, usual class: inhibitors. AID 504648; also: potency is read from the fitted curve at half-maximal effect; % is scaled to controls: 0 for no effect and ±100 for the full control effect
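Cytotoxicity counterscreen: CellTiter-Fluor fluorescence was measured in A549 ARE_Fluc cells after 18-24 h of compound exposure in a concentration series. The subsequent BugLite luminescent read reports ARE-luciferase activity.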
Nrf2 ARE act – Nrf2 pathway activation | actives 0.31% (n = 410,000) | AREc32 ARE-luciferase reporter (MCF7-derived line), luminescence, 24 h | Potency, µM (doses to about 46.1 µM), for inactives: top-dose activation, most hits filed as activators; also: potency is read from the fitted curve at half-maximal effect; % of control where 0% means no effect; nearly all actives have a fitted effect of over 65% in size
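ARE-driven firefly luciferase activity in AREc32 cells measured after a 24 hr compound exposure at 37 deg C, using Steady-Glo reagent and a 30 min room-temperature hold.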
EPAC2 antag – EPAC2 (human) antagonism. Q8WZA2. EPAC2 GEF exchange of Rap1B-BODIPY-GDP, fluorescence. Potency, µM (series often up to 114 µM), for inactives: top-dose activity, negative = inhibition, usual class: inhibitors. actives 0.18% (n = 360,000). AID 720708; also: potency is read from the fitted curve at half-maximal effect; % is scaled to controls: 0 for no effect and ±100 for the full control effect; nearly all actives have a fitted effect of over 45% in size; many of its hits are not listed in these tables
* hit, by the source's call; i = inactive; ? = inconclusive; . = not tested or not shown; [ ] = dose if it differs, or a comment. Unless noted, calls follow the shape of the dose curve; as a rule, active = well fitted curve in the direction sought with a large enough effect; inconclusive = small, poorly fitted or top-dose-only effect, or another doubt; inactive = no such curve, though single readings can be large; an effect the other way counts as inactive or inconclusive. Some of the compounds tested (hit frequency here may not be typical).

SMILES | Mm-Cpn inhibitor | CCT chaperon mod | EPAC2 agonist | TGFb inhibitor | Nrf2 block | Akt phos inh | A549 tox | Nrf2 ARE act | EPAC2 antag
O=S1(=O)CC(N2CCN(CCO)CC2)CN1Cc1ccc(F)cc1 (stereo not given) | . | -2.8 | 6% | -25% | . | i | . | -0.1% | 4%
Cc1ccc(C)c(-c2nnc(NC(=O)Cc3ccc(F)cc3)o2)c1 | -5% | -0.9 | -5% | -3% | 0% | i | -1% | -0.3% | -3%
O=C(c1cc2ccc3cccnc3c2[nH]1)N1CCN(c2ccc(Cl)cc2)CC1 | . | . | . | 1% | -10% | . | -11% | 1.1% | .
CCOc1ccc(OCC(=O)NCCS(=O)(=O)N2CCN(c3ccccc3)CC2)cc1 | . | -0.5 | -7% | -18% | . | i | . | 0.5% | 10%
CCOc1ccc(-c2cc3nc(C4CCN(C(=O)OC(C)(C)C)CC4)c(C(=O)Nc4cccc(CC)c4)cn3n2)cc1 | . | . | . | -7% | 13% | . | 6% | 0.4% | .
Cc1nnc(SCC(=O)Nc2cc(-c3cc(C)c(C)cc3C)nn2-c2ccccc2)s1 | 0% | 0.8 | 6% | ? | ? | i | -26% | 2.4% | -17%
Cc1nnc(Nc2ccccc2F)s1 | 3% | 0.5 | 3% | -4% | 14% | i | -2% | 3.2% | 4%
CCCCCn1cnc2c(sc3nc4c(cc32)CSC(C)(C)C4)c1=O | 0% | -1.1 | -8% | -3% | ? | i | 3% | 4.8% | 12%
O=[N+]([O-])c1ccccc1/C=N\Nc1nccs1 | 0% | 2.2 | 1% | -17% | -7% | i | -24% | ? | -4%
CC1CCC(O)(C(C(=O)O)c2ccccc2)CC1 (stereo not given) | . | -1.4 | 1% | 16% | -1% | i | -2% | -0.4% | 12%
COc1ccc(C(=O)N2CCC(C(=O)N3CCN(c4ccc(OC)cc4)CC3)CC2)cc1 | -1% | -1.1 | -1% | 12% | -3% | i | 0% | 0.4% | -2%
COc1ccc(S(=O)(=O)N2CCOC23CCN(C(=O)c2c(F)cccc2Cl)CC3)cc1 | -1% | 0.9 | 6% | 0% | 10% | i | -3% | -0.2% | 5%
CC(C)CC(CC(C)C)=NNC(=O)c1ccc(CSc2nncn2C)cc1 | -9% | 0.4 | 3% | 5% | -6% | i | -5% | -0.6% | 11%
O=C1CCC(C(=O)N2CCSCC2)CN1Cc1cccc(C(F)(F)F)c1 (stereo not given) | -2% | -2.1 | 29% | 13% | 5% | i | -12% | 0.6% | 3%
COc1ccc(CN(CCC(C)C)S(=O)(=O)c2ccccc2Br)cc1 | 2% | -0.2 | 1% | ? | -6% | i | 14% | 4.2% | ?
CCN1CCN(c2cc(C)c3cc(NC(=S)N4CC(C)CC(C)C4)ccc3n2)CC1 (stereo not given) | -3% | 1.2 | 2% | -13% | ? | i | ? | 3.6% | -18%
CCOC(=O)C1=C(NC(=S)NC(=O)c2ccccc2)c2ccccc2CC1(C)CC (stereo not given) | 1% | 1.4 | -4% | 0% | ? | i | ? | 0.0% | -3%
COc1ccc(N2CCN(C(=O)CCCn3c(=O)c4cccn4c4cccnc43)CC2)cc1 | 0% | -3.3 | 10% | -15% | ? | i | 4% | 0.1% | -6%
CCCn1nc(NS(=O)(=O)c2ccccc2[N+](=O)[O-])c2cc3ccccc3nc21 | -5% | -1.1 | -7% | 12% | -20% | i | -13% | 1.9% | ?
COc1ccc(Cn2c(CCC(=O)Nc3ccc(Br)c(C)c3)nc3cccnc32)cc1 | . | . | . | ? | ? | . | -13% | 0.4% | .

Part of the list above in order of number of heavy atoms, low to high.
SMILES | Mm-Cpn inhibitor | CCT chaperon mod | EPAC2 agonist | TGFb inhibitor | Nrf2 block | Akt phos inh | A549 tox | Nrf2 ARE act | EPAC2 antag
O=[N+]([O-])c1ccccc1/C=N\Nc1nccs1 | 0% | 2.2 | 1% | -17% | -7% | i | -24% | ? | -4%
COc1ccc(CN(CCC(C)C)S(=O)(=O)c2ccccc2Br)cc1 | 2% | -0.2 | 1% | ? | -6% | i | 14% | 4.2% | ?
CCN1CCN(c2cc(C)c3cc(NC(=S)N4CC(C)CC(C)C4)ccc3n2)CC1 (stereo not given) | -3% | 1.2 | 2% | -13% | ? | i | ? | 3.6% | -18%

Further records follow:
SMILES | Mm-Cpn inhibitor | CCT chaperon mod | EPAC2 agonist | TGFb inhibitor | Nrf2 block | Akt phos inh | A549 tox | Nrf2 ARE act | EPAC2 antag
CC(=O)c1cccc(S(=O)(=O)NC2CC2)c1 | 0% | 0.8 | 1% | -14% | 13% | i | -3% | -0.3% | 10%
O=C(COc1ccc(Cl)cc1Br)N1CCN(c2ncccn2)CC1 | 0% | 2.9 | 24% | -4% | 19% | i | 13% | 4.1% | 15%
Nc1ccc(Nc2ccccc2)cc1 | -3% | -3.8 | 8% | 14µM* | -10% | i | -12% | 0.1% | 14%
CC(=O)N(C1=C(Cl)C(=O)c2ccccc2C1=O)C1CCCCC1 | -2% | 3.9 | 12% | 2.8µM* | ? | i | -29% | -3.1% | -12%
C=CCn1c(SC)nccc1=O | . | -2.1 | 4% | 0% | -21% | i | 0% | 6.8% | 10%
Cc1nc(NC(=O)/C=C/c2ccccc2)sc1C(=O)N(C)C | 1% | -1.9 | 13% | -11% | 2% | i | 0% | 6.3% | 4%
O=C(O)C(C(O)c1ccc([N+](=O)[O-])cc1)[n+]1ccccc1 (stereo not given) | 0% | -0.5 | 2% | -2% | -1% | i | 2% | -1.3% | 5%
CCOc1ccc(/C=C/C(=O)c2c(O)c3ccccc3oc2=O)cc1 | -1% | 0.5 | 11% | 3% | 5% | i | -26% | ? | 1%
CC1CN(C(=O)c2cccn(Cc3c(Cl)cccc3Cl)c2=O)CC(C)O1 (stereo not given) | 2% | -8.0 | 1% | -3% | 7% | i | 1% | -1.0% | -1%
CCC(c1nnnn1Cc1ccccc1)N1CCN(c2ccccc2)CC1 (stereo not given) | 1% | -4.0 | 4% | -8% | -19% | i | 6% | -0.7% | -22%
CC1CCCCN1C(=O)c1cnn2c(C(F)(F)F)cc(-c3ccco3)nc12 (stereo not given) | 0% | -0.5 | 18% | -5% | . | i | -12% | -0.1% | -7%
COCCn1c(SCC(=O)Nc2ccc(S(=O)(=O)N(C)C)cc2)nc2ccccc21 | 2% | 1.4 | 10% | -13% | -20% | i | -6% | -0.2% | -8%
NC(=O)c1csc(-c2ccncc2)n1 | -2% | -2.8 | 10% | 0% | ? | i | -1% | 0.1% | -2%
COc1c(F)cccc1C1=CC(=O)C[C@H](c2ccc(F)cc2)C1 | . | 0.5 | 15% | 36%[activator] | . | i | . | 3.3% | ?
CC(=O)COc1cc2c(-c3cc4ccccc4o3)cc(=O)oc2cc1C | -3% | 4.6 | -9% | 5% | ? | i | 5% | 2.8% | 4%
Cc1cc(C)cc(-n2ncc3c2CCCC3NC(=O)c2ccccc2N2CCOCC2)c1 (stereo not given) | -5% | -2.1 | 8% | ? | 8% | i | -18% | -1.8% | -22%
CC(C)CCNC(=O)C(c1ccco1)N(CC1CCCO1)C(=O)Cn1nnc2ccccc21 (stereo not given) | 2% | 5.0 | -13% | 0% | -9% | i | -9% | -0.2% | -2%
CCSc1nnc(NC(=O)CSc2nc3c(cc2C#N)CCCC3)s1 | -2% | 0.1 | 11% | ? | ? | i | 0% | -0.3% | 2%
Cc1cc(N2CCN(c3ccccc3)CC2)nc(-c2ccccc2)n1 | 1% | -0.8 | 12% | -4% | ? | i | -19% | -1.0% | -10%
COc1cccc(NC(=O)N2CCCC2C(=O)NCC(C)C)c1 (stereo not given) | 1% | 0.5 | 1% | -2% | 6% | i | -6% | 0.1% | 9%
O=C(Cn1c(=O)oc2ccccc21)Nc1cccc(Cl)c1 | 1% | 1.3 | 1% | -18% | ? | i | -2% | -0.7% | -2%
CSc1nsc(SCC(=O)Nc2ccc(OC(C)=O)cc2)n1 | -6% | 1.8 | 3% | -9% | -21% | i | 1% | 0.6% | ?
C[C@H](OC(=O)NCc1ccc(C(F)(F)F)cc1)[C@@H]1O[C@@]2(C)CCC[C@@H]1O2 | -3% | 0.1 | 2% | -3% | 2% | i | -1% | 2.7% | -7%
O=C(Cn1cc(C(F)(F)F)cc(Cl)c1=O)NCc1ccc(Cl)cc1Cl | 1% | -1.6 | 8% | 17% | ? | i | 5% | -0.5% | -3%
c1cnc(Sc2ccc3nnnn3n2)nc1 | 2% | 0.0 | 1% | 9% | 2% | i | 1% | 6.5% | 16%
Brc1ccc(NCc2nnc3n2CCCCC3)cc1 | 0% | -0.4 | 3% | 13% | 8% | i | -3% | 0.5% | 18%
O=C1NN(c2ccccc2)C(=O)/C1=C\c1ccccc1 | 0% | 1.5 | 6% | -4% | 6% | i | -1% | 1.6%[9.22 µM] | 24%
Cc1ccc(C(=O)/C=C/C(=O)c2ccc(C)cc2)cc1 | 3% | 0.4 | 9% | -1% | ? | i | 2% | ? | 3%
Cn1c(N)c(C(=O)COC(=O)COc2ccc(Br)cc2)c(=O)n(C)c1=O | 1% | -1.0 | 0% | -8% | 1% | i | -3% | -0.4% | -6%
Cc1c(C)c2ccc(OCC(=O)NC(Cc3c[nH]c4ccc(O)cc34)C(=O)O)c(C)c2oc1=O (stereo not given) | -2% | -2.7 | 5% | -2% | 3% | i | -1% | -1.2% | -2%
CC1Cc2ccccc2N1C(=O)CN1CCC(C(N)=O)CC1 (stereo not given) | 1% | -4.9 | 10% | -9% | 6% | i | 4% | 0.1% | -5%
CC(C)[C@H](NC(=O)c1nn(Cc2ccccc2)c(=O)c2ccccc12)C(=O)O | 2% | -0.3 | 7% | -6% | -13% | i | -10% | -0.6% | 1%
C[C@H]1CN=C(N(C)C)N1CCCCc1ccccc1 | 0% | -1.4 | 6% | 2% | 17% | i | 2% | 0.1% | 3%
